Screening results: PubChem BioAssay, National Center for Advancing Translational Sciences (NCATS)
IMPase inh = IMPase inhibition in cells | P97697 | CHO-M1 cells, IP1 accumulation, HTRF TR-FRET ratio | inhibition (IP1 accumulation), % at 46.1 µM | 120,000 tested, under 10 active; active = well fitted curve in the direction sought with a large enough effect in the signal ratio, not every such curve was filed as active; inconclusive = small, poorly fitted or top-dose-only effect, or a change in a side signal; inactive = no such curve, though single readings can be large or run the other way; the % refers to the signal ratio;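 also: cells stimulated with carbachol in lithium chloride buffer; plate controls were DMSO basal wells for no effect and reference inhibitor wells for full effect; higher means more IMPase inhibition seen as more IP1 and lower FRET ratio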
Target sequence (P97697 whole entry, looked up): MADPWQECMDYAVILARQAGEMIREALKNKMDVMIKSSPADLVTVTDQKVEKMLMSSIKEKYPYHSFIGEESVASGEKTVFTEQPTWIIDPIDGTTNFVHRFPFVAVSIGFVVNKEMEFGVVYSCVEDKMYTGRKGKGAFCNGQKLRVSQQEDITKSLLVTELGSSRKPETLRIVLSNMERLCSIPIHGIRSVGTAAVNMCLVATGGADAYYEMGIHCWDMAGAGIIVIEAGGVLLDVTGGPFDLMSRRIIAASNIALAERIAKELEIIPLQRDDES
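In this qHTS, compounds (final up to 46 uM) act on CHO-M1 cells that are then activated through the M1 receptor with carbachol, in pH 7.4 buffer containing 50 mM LiCl, for 30 min. IP1 accumulation is quantified by the IP-One immunoassay.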
15-hLO-2 inh = inhibitors of human 15-lipoxygenase 2 (ALOX15B); O15296; purified 15hLO-2, xylenol orange hydroperoxide absorbance; Potency, µM (titrated, usually from 57.1 µM), without a hit: at the top dose activity change, negative = inhibition, most hits filed as inhibitors; 110,000 compounds, 0.56% hits; also: potency is read from the fitted curve at half-maximal effect; nearly all actives have a fitted effect of over 60% in size; many of its hits are not listed in these tables
Target sequence (O15296 whole entry, looked up): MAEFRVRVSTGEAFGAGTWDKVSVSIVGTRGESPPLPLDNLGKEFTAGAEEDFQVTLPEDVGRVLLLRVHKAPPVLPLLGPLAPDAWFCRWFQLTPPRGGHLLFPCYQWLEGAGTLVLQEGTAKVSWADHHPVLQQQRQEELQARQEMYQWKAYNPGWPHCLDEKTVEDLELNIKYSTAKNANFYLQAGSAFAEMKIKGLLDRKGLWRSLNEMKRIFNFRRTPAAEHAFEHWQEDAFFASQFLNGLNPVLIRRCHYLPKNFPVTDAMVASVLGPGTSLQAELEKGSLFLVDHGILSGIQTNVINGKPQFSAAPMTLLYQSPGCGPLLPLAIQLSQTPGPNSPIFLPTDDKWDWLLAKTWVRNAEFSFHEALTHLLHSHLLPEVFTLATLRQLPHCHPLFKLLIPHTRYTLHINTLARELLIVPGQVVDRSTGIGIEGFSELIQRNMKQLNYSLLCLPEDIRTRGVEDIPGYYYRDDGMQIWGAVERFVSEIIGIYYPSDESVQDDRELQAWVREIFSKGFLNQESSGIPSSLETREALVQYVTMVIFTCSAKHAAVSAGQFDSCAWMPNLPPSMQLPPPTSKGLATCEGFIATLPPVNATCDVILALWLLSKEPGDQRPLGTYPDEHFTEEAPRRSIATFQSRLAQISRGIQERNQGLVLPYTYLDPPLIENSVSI
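Purified human 15hLO-2 (50 nM final) preincubated with compounds 15 min at room temperature in 25 mM Hepes pH 7.5, 0.01% Triton X-100, then 45 uM arachidonic acid added for 90 min; hydroperoxide detected via ferrous/xylenol orange, 573/405 nm absorbance ratio.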
PNC inhibitor = blocks assembly of the perinucleolar compartment; PC3M PTB-GFP, PNC prevalence imaging, 16 h; active compounds read low; activity change (PNC), negative = inhibition, % at 10 µM; 140,000 compounds, 3.1% hits; AID 2417;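 active = readout at or below -70, meaning at least 70% loss of cells showing the perinucleolar compartment, a nuclear body marking cancer cells; inconclusive = readout between -30 and a set limit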;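 also: plate controls were DMSO wells for no effect and camptothecin positive control wells for full effect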
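Compounds are pinned in duplicate onto adhered PC3M cells stably expressing GFP-tagged PTB and incubated 16 h at 37 C. Cells are then fixed, nuclei stained with Hoechst, and PNC-positive cells counted.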
ALOX12 inhib = blocks human 12-lipoxygenase activity. purified 12-hLO, xylenol orange hydroperoxide absorbance. Potency, µM (series often up to 57.1 µM), for inactives: at the highest dose activity change, negative = inhibition, usual class: inhibitors. P18054. 150,000 compounds, 0.12% hits; also: potency is read from the fitted curve at half-maximal effect; nearly all actives have a fitted effect of over 55% in size; many of its hits are not listed in these tables
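Hydroperoxide formation by human 12-lipoxygenase from 40 uM arachidonic acid was followed colorimetrically via ferric-xylenol orange complex, using the 573/405 nm absorbance ratio. Enzyme concentration was 150 nM, with 30 min reaction at room temperature.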
An asterisk follows results filed as active; u = inconclusive; x = no result given; & = joins results of further samples; [ ] = another dose, or the depositor's remark. Unless noted, calls follow the shape of the dose curve; as a rule, active = well fitted curve in the direction sought with a large enough effect; inconclusive = small, poorly fitted or top-dose-only effect, or another doubt; inactive = no such curve, though single readings can be large; an effect the other way counts as inactive or inconclusive. Unless noted, % is scaled to controls: 0 for no effect and ±100 for the full control effect. Not all compounds are listed; rates above refer to the full screens.

SMILES	IMPase inh	15-hLO-2 inh	PNC inhibitor	ALOX12 inhib
O=c1[nH]c(=O)n(Cc2ccco2)c(O)c1/C=N/N1CCCCCC1	x	x	3	-4%
c1ccc(N2CC3(CCNCC3)C2)nc1	x	10%	x	-2%
O=C1NC(=O)N(Cc2ccccc2)C(=O)/C1=C\N1CCCc2ccccc21	x	x	u	5%
CCCNc1oc(-c2cccc3ccccc23)nc1C#N	u	-11%	17	-16%
O=C(O)Cn1cc(C(=O)c2ccccc2)c2ccccc21	-8	2%	42	3%
O=P(Nc1ccccc1)(Nc1ccccc1)Oc1cccc(Cl)c1	10	-4%	1	0%
N[C@@H](CSC1c2ccccc2-c2ccccc21)C(=O)O	x	-4%[11.4 µM]	x	3%[11.4 µM]
CC1CC2(O)c3no[n+]([O-])c3CCC2N1O (configuration not stated)	10	-6%	-19	1%
OC1(c2ccc(F)cc2)CC2CCC(C1)N2Cc1nnnn1C1CCCCC1 (configuration not stated)	6	x	-16	0%
CC[C@@]1(O)CC(O)c2c(cc3c(c2O)C(=O)c2c(O)ccc(O)c2C3=O)C1C(=O)OC (some centres not stated)	x	-4%	x	-2%
CCN(CC)CCCN=C(C)c1c(O)n(C2CCCCC2)c(=O)[nH]c1=O	0	6%	0	5%
ClC1=C(Cl)C2(Cl)C3C(Cl)C=CC3C1(Cl)C2(Cl)Cl (configuration not stated)	x	-2%&-2%	x	1%&0%
C(#CCN1CCOCC1)COCC#Cc1ccccc1	4	1%	35	3%
CC1(C)C(=O)C=C[C@]2(C)[C@H]3CC[C@@]4(C)[C@H](c5ccoc5)OC(=O)[C@H]5O[C@]54[C@]3(C)[C@H](O)C[C@@H]12	x	x	57	-3%
OC1(c2ccc(Cl)cc2)CCN(Cc2c[nH]c3ccccc23)CC1	10	34%[activator]	x	-4%
O=c1[nH]c(=O)n(CCC2=CCCCC2)c(O)c1C=NCCCn1ccnc1	u	30%[activator]	10	0%
NCC(CC(=O)O)C1CCCCC1 (configuration not stated)	2	8%	0	3%
CCOC(=O)c1cc(C(O)(C(=O)OC)C(F)(F)F)c(/N=C/N(C)C)o1 (configuration not stated)	9	8%	u	3%
Cc1ccc2ccccc2c1	x	0%	x	0%
CC(NCc1ccccc1Cl)C(O)c1ccccc1 (configuration not stated)	8	26%	53	9%
CN1[C@H](CC(=O)c2ccccc2)CCC[C@H]1C[C@H](O)c1ccccc1	11	18%	x	-2%
CCCCN1C(=O)/C(=C\c2ccco2)C(=O)N(CCc2ccccc2)C1=O	-2	u	25	u
CCN(CC)C(=O)c1ccc(NC(=O)c2cccc(F)c2)cc1	2	7%	1	-6%
COc1ccc(CN2CCN(c3ccccc3F)CC2)cc1O	-4	0%	-19	-4%
CCN(CC)CCCN=Cc1c(O)n(CCc2ccc(F)cc2)c(=O)[nH]c1=O	1	0%	-14	-2%
CC(=O)O[C@H]1C(=O)[C@@]2(C)C([C@H](OC(=O)c3ccccc3)[C@]3(O)C[C@H](OC(=O)[C@H](O)[C@@H](NC(=O)c4ccccc4)c4ccccc4)C(C)=C1C3(C)C)[C@]1(OC(C)=O)CO[C@@H]1C[C@@H]2OC(=O)[C@H](C)NC(=O)c1ccc(-c2c3ccc(=O)cc-3oc3cc(O)ccc23)c(C(=O)O)c1 (some centres not stated)	x	-8%[0.0915 µM]	x	9%[0.00818 µM]
C=CCn1c(O)c(C(C)=Nc2ccc(C(=O)OCC)cc2)c(=O)[nH]c1=O	17	7%	17	2%
CC1CC(=O)O1 (configuration not stated)	x	1%	x	-2%
Cc1ccc(N2C(=O)NC(=O)/C(=C/C=C/c3ccco3)C2=O)cc1	-6	x	u	-12%
CN1CCC(N(C)Cc2cccnc2)CC1	-5	-18%	22	-5%
Cc1cc(C)n2nc(C)[n+](C)c2n1	-2	2%	-27	2%
CC(=O)[O-].CC(=O)[O-].O.O.[Cd+2]	x	u	x	-11%

Some of the entries so far, with two lines to a compound.
Results follow in this order: IMPase inh, 15-hLO-2 inh, PNC inhibitor, ALOX12 inhib
Cc1cc(C)n2nc(C)[n+](C)c2n1
    -2, 2%, -27, 2%
CC1CC(=O)O1 (configuration not stated)
    x, 1%, x, -2%
CC(=O)O[C@H]1C(=O)[C@@]2(C)C([C@H](OC(=O)c3ccccc3)[C@]3(O)C[C@H](OC(=O)[C@H](O)[C@@H](NC(=O)c4ccccc4)c4ccccc4)C(C)=C1C3(C)C)[C@]1(OC(C)=O)CO[C@@H]1C[C@@H]2OC(=O)[C@H](C)NC(=O)c1ccc(-c2c3ccc(=O)cc-3oc3cc(O)ccc23)c(C(=O)O)c1 (some centres not stated)
    x, -8%[0.0915 µM], x, 9%[0.00818 µM]
CC(=O)[O-].CC(=O)[O-].O.O.[Cd+2]
    x, u, x, -11%
CN1CCC(N(C)Cc2cccnc2)CC1
    -5, -18%, 22, -5%

The listing continues:
SMILES	IMPase inh	15-hLO-2 inh	PNC inhibitor	ALOX12 inhib
CN(C)CC1CSCCC1(O)c1ccccc1Cl (configuration not stated)	-7	x	-27	0%
Nc1c(Br)cc(Br)cc1CNC1CCC(O)CC1 (configuration not stated)	-4[20.6 µM]	22%[0.0915 µM]	x	1%[0.00818 µM]
Cc1ccc(N2C(=O)NC(=O)C3(Cc4ccccc4N4CCN(c5ccccc5)CC43)C2=O)cc1 (configuration not stated)	-2	u	-7	-23%
COc1cc2c(cc1O)CC1c3c(cc(O)c(OC)c3-2)CCN1C (configuration not stated)	0	-16%&-21%	x	-6%&-21%
Cn1cc(C(=O)Cc2ccccc2)c2ccccc21	9	x	2	-1%
O=C(Nc1ccc(F)cc1)c1c(O)c2c(n(Cc3ccccc3)c1=O)CCCC2	x	x	-8	-2%
CC(C)[C@H]1C(=O)N2CCC[C@H]2[C@]2(O)O[C@](NC(=O)[C@@H]3C=C4c5cccc6[nH]cc(c56)C[C@H]4N(C)C3)(C(C)C)C(=O)N12	x	x	-25	-10%
Nc1nc(N)c(N=Nc2ccc([As](=O)(O)O)c(O)c2)c(N)n1	x	-2%[11.4 µM]	x	2%[11.4 µM]
CCOC(=O)c1c(C)n(CCOC)c2ccc(O)cc12	2	7%[2.29 µM]	-28	1%
CCC/C=C(\CCC)C(NP(=O)(c1ccccc1)c1ccccc1)c1ccccc1 (configuration not stated)	x	32%[activator]	x	-14%
O=C1C2CCCN2C(c2ccc(Cl)c(Cl)c2)N1c1ccccn1 (configuration not stated)	7	x	107	2%
Cc1ccc(CS(=O)(=O)CCC(=O)N2CCC3(CC2)OCCO3)cc1	4	3%	u	2%
CCCN1CC[C@@H]2c3cc(O)ccc3CC[C@H]21	7	2%	x	-2%
C=CCBr	x	-5%	x	-1%
CC(C)(C)c1cc(C=C(C#N)C#N)cc(C(C)(C)C)c1O	21	-20%	x	-25%
CN(C)CCO	x	14%[0.0915 µM]	x	1%[0.00818 µM]
CC1=C2C3OC(=O)[C@H](C)[C@H]3CC[C@@]2(C)C=CC1=O (some centres not stated)	-1	0%	x	0%
C[C@](N)(CCP(=O)(O)O)C(=O)O	-2	7%	x	-1%
CCOC(=O)[C@@H]1[C@@H]2c3ccccc3-c3ccccc3[C@H]2C[C@H]1O	x	-1%[11.4 µM]	x	-5%[11.4 µM]
COc1cc(C=C(C#N)C#N)cc(O)c1O	23	u	x	-9%
COc1cc(CCN)c(OC)c(OC)c1	x	-7%[11.4 µM]	x	-4%[11.4 µM]
OC(Cn1c2ccccc2c2ccccc21)C[n+]1cccc2ccccc21 (configuration not stated)	26	x	68	8%
Cc1nc2c(=O)n(C)c(=O)nc-2n(C)n1	11	x	-93*	-17%
C[C@H]1CCCC(=O)CCCCCc2cc(O)cc(O)c2C(=O)O1	x	x	-8	-8%
CCOc1ccc(C2C(C#N)=C(N)Oc3c2c(=O)oc2ccccc32)cc1 (configuration not stated)	-1	-24%	31	-13%
CC(C(=O)c1ccccc1)N1C(=O)c2ccccc2C1=O (configuration not stated)	x	x	-16	-3%
COCCOC(=O)c1c(C)n(C)c2ccc(OC(=O)N(C)C)cc12	-1	-4%	26	0%
O=C(c1cccn2c(=O)c3ccccc3nc12)N1CCC2(CC1)OCCO2	-3	-12%	u	0%
CC(=O)c1ccccc1NC(=O)C1C2CCC(O2)C1C(=O)O (configuration not stated)	7	12%	-27	-4%
CC(=O)OC1N=C(c2ccccc2)c2cc(Br)ccc2NC1=O (configuration not stated)	7	-1%	45	1%
Cc1nn(Cc2ccccc2)c(C)c1C(=O)OCC(=O)NC1CCS(=O)(=O)C1 (configuration not stated)	x	x	2	-1%
OC1(CN2CCOCC2)C2CC3CC(C2)CC1C3 (configuration not stated)	4	2%	-7	-2%
Cc1ccc(C(=O)N/C(=C\Cl)P(=O)(c2ccccc2)c2ccccc2)cc1	-1	x	-29	-1%
CC(C)CCC1(CCc2ccncc2)C(=O)NC(=O)NC1=O	0	x	-7	5%
O=C(O)c1cccc([As]=[As]c2cccc(C(=O)O)c2)c1 (configuration not stated)	x	-1%[11.4 µM]	x	-4%[11.4 µM]
CN(C)C1C(=O)C(C(N)=O)=C(O)[C@@]2(O)C(=O)C3=C(O)c4c(O)cccc4[C@@](C)(O)C3C[C@@H]12 (some centres not stated)	u	6%	x	-2%
Brc1ccccc1	x	-12%	x	0%
Cc1ccc(OP(=O)(Oc2ccc(C)cc2)Oc2ccc(C)cc2)cc1	x	-9%	x	3%
CN(C)c1ccc(P(=S)(N(C)C)N(C)C)cc1	5	-4%	u	4%
O=C(c1ccccc1F)c1cn(CC(=O)N2CCCC2)c2ccccc12	-5	-11%	11	2%
ClC1=C(Cl)C2(Cl)C3C(Cl)C(Cl)CC3C1(Cl)C2(Cl)Cl (configuration not stated)	x	2%	x	-4%
CN1c2ccc([N+](=O)[O-])cc2CC2(C(=O)NC(=O)NC2=O)C1c1ccccc1 (configuration not stated)	x	x	-13	-6%
CSCc1nnc2n1-c1ccc(Cl)cc1C(c1ccccc1)=NC2	x	x	u	2%
CCC1CN2CCC1CC2C(O)c1ccnc2ccc(OC)cc12 (configuration not stated)	x	4%	x	-7%
COc1ccc(-c2nc(CS(=O)CC(=O)N3CCC4(CC3)OCCO4)c(C)o2)cc1 (configuration not stated)	3	x	-14	2%
CCCCn1c(=O)c(C(=O)Nc2ccccc2S(N)(=O)=O)c(O)c2ccccc21	0	-1%	-11	-12%
COc1ccc(C(C#N)N2CCOCC2)cc1 (configuration not stated)	u	x	28	0%
c1ccc(N=Nc2ccccc2)cc1	x	3%&-10%	x	0%&4%
CC(N)C(=O)c1ccco1 (configuration not stated)	u	-6%	u	-3%
Oc1ccccc1O	5	u	x	-20%
Cc1ccc2c(c1)=C/C(=C\c1c(O)[nH]c(=O)[nH]c1=O)C(=O)N=2	-2	x	u	-5%
C[N+]12CCC(CC1)C(C#N)(N1CCOCC1)C2 (configuration not stated)	-5	-30%	40	-4%
CCOC(=O)CNC(=O)CSP(=S)(OCC)OCC	-4	5%	39	-1%
CCCCc1ccc2[nH]cc(CCN)c2c1	6	77%[activator]	u	-9%
CC(Oc1ccc(Cl)cc1Cl)C(=O)Nc1ccc(S(=O)(=O)Nc2cnc3ccccc3n2)cc1 (configuration not stated)	u	-20%	23	u
Nc1c(C(=O)NCCc2ccccc2)c2nc3ccccc3nc2n1CCN1CCOCC1	3	1%[2.29 µM]	22	-2%
O=C(C1CCN(S(=O)(=O)c2ccccc2)CC1)N1CCC2(CC1)OCCO2	1	-1%	36	5%
CCOC(=O)C1C(C=C(C)C)C1(C)C (configuration not stated)	x	1%	x	-2%
COP(=S)(OC)SCn1nnc2ccccc2c1=O	x	-7%	x	-29%
